# Compound activity: PubChem, National Center for Advancing Translational Sciences (NCATS)
# WRN inhibitor: WRN helicase (human) inhibition | Q14191 | WRN helicase unwinding, fluorescent forked duplex, kinetic | Potency, µM (series often up to 114 µM), inactives show top-dose activity change, negative = inhibition, actives largely listed as inhibitors | hit rate 0.46% among 360,000 | AID 651768; also: potency is read from the fitted curve at half-maximal effect; % is scaled to controls: 0 for no effect and ±100 for the full control effect; nearly all actives have a fitted effect of over 55% in size
#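 Kinetic fluorescence helicase assay: unwinding of a quenched forked DNA duplex (100 nM final) with 2 mM ATP final raises red fluorescence (525/598 nm). Compounds sat 15 min at room temperature with 20 nM WRN beforehand.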
# EPAC2 antagonist: blocks human EPAC2 exchange factor; Q8WZA2; EPAC2 GEF exchange of Rap1B-BODIPY-GDP, fluorescence; Potency, µM (top dose mostly 114 µM), for inactives: at the top dose activity, negative = inhibition, actives largely listed as inhibitors; hit rate 0.18% among 360,000; AID 720708; also: potency is read from the fitted curve at half-maximal effect; % is scaled to controls: 0 for no effect and ±100 for the full control effect; nearly all actives have a fitted effect of over 45% in size; many of its hits are not listed in these tables
# Target sequence (Q8WZA2 whole entry, looked up): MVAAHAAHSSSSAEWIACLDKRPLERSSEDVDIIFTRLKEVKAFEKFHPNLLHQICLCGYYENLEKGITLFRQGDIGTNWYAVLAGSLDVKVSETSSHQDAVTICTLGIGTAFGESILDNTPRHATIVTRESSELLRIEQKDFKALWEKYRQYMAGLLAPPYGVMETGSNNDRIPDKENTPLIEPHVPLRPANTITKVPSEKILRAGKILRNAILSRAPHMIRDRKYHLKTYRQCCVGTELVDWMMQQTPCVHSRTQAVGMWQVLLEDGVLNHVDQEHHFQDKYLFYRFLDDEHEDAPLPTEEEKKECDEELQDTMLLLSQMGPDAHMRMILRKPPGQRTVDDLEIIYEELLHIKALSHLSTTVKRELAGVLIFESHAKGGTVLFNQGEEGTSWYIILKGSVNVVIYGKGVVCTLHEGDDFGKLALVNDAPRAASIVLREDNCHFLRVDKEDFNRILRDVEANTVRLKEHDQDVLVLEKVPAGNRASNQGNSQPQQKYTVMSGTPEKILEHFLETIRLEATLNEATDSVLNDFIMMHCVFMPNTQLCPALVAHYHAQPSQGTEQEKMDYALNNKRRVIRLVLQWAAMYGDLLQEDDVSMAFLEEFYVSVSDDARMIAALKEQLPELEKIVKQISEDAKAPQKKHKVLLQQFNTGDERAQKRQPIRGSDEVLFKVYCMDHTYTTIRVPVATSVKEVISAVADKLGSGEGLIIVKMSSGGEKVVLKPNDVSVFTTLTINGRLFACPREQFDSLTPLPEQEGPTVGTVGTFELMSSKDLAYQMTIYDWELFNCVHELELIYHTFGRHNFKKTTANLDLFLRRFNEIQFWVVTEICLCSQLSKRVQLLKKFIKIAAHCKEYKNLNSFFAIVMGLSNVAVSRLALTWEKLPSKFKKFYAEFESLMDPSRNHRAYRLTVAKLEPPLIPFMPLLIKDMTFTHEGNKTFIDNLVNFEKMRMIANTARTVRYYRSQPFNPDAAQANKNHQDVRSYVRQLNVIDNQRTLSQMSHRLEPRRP
# PI5P4K alpha inh: PI5P4K alpha (human) kinase inhibition; PI5P4Kalpha enzyme, ADP-Glo luminescence, 60 min; hits give low values; hit rate 1.2% among 330,000; max response, %; active = max response of -50% or lower; inconclusive = between -30% and -50%; inactive = -30% or higher; also: value at the top dose of about 77 µM; % is scaled to controls: 0 for no effect and ±100 for the full control effect
#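 Single end-point luminescence (ADP-Glo) quantified ADP from PI5P4Kalpha turnover; ATP 5 microM final, 1 h at RT, 0.1% CHAPS and 0.28 mM EGTA in HEPES pH 7.4.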
# Mm-Cpn inhibitor: M. maripaludis TRiC chaperonin inhibition | Potency, µM (highest dose often 76.9 µM), inactives show at the top dose activity, negative = inhibition, hits mostly inhibitors | purified Mm-Cpn ATPase, ADP Transcreener TR-FRET | AID 504842 | hit rate 0.031% among 330,000; also: potency is read from the fitted curve at half-maximal effect; % is scaled to controls: 0 for no effect and ±100 for the full control effect; nearly all actives have a fitted effect of over 80% in size
#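 Reaction buffer contained 30 mM Tris pH 7.4, 100 mM KCl, 5 mM MgCl2 and 1 mM DTT. Mm-CPN (25 nM final) hydrolysed 10 uM ATP over 30 min at 37°C; ADP was read by HTRF.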
# EPAC1 antagonist: EPAC1 (human) antagonism; O95398; EPAC1 GEF assay, Rap1b-BODIPY-GDP exchange fluorescence; Potency, µM (top dose mostly 115 µM), inactives show at the highest dose activity change, negative = inhibition, most hits filed as inhibitors; hit rate 0.14% among 360,000;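 also: potency is read from the fitted curve at half-maximal effect; plate controls were vehicle for no effect and positive control for full effect; nearly all actives have a fitted effect of over 50% in size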
# EPAC1 ag: activates human EPAC1 exchange factor | EPAC1 agonist qHTS, biochemical assay; response scale: 100% = response to 6.5 mM cAMP | AID 720707 | hit rate 0.073% among 360,000 | Potency, µM (titrated, usually from 154 µM), without a hit: top-dose activation, most hits filed as activators; also: potency is read from the fitted curve at half-maximal effect; nearly all actives have a fitted effect of over 60% in size
#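 Normalized to 6.5 mM cAMP, activity reflects EPAC1-catalysed release of BODIPY-GDP from Rap1B, followed kinetically over 30 min at 480 nm excitation, 540 nm emission. Reaction contained 100 nM EPAC1, 250 nM Rap1B-BODIPY-GDP, 50 uM GDP.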
# CCT modulator: modulators of cytosolic chaperonin (CCT/TRiC) activity | purified chaperonin ATPase assay, HTRF ADP detection, 30 min | activity change, % (test concentration not listed), hits read low | hit rate 0.3% among 360,000 | AID 651819; in the data active = activity change below about -30%; also: % is scaled to controls: 0 for no effect and ±100 for the full control effect
#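 TRiC (40 or 20 nM final, by batch activity) in 30 mM Tris pH 7.4, 100 mM KCl, 5 mM MgCl2, 1 mM DTT was treated with compound at 76 uM single dose, then 10 uM ATP, 30 min at 37 °C. ADP was read by HTRF Transcreener.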
# PLK1 PBD block: inhibitors of human PLK1 polo-box domain binding; Plk1 PBD binding of FITC phosphopeptide, fluorescence polarization; P53350; Potency, µM, for inactives: max response, negative = inhibition, usual class: inhibitors; hit rate 2.8% among 360,000; also: potency is read from the fitted curve at half-maximal effect; series mostly up to about 57 µM; % is scaled to controls: 0 for no effect and ±100 for the full control effect; nearly all actives have a fitted effect of over 65% in size
# * hit, by the source's call; ? = inconclusive; / = no result given; [ ] = another dose, or the depositor's remark. Unless noted, calls follow the shape of the dose curve; as a rule, active = well fitted curve in the direction sought with a large enough effect; inconclusive = small, poorly fitted or top-dose-only effect, or another doubt; inactive = no such curve, though single readings can be large; an effect the other way counts as inactive or inconclusive.
SMILES,WRN inhibitor,EPAC2 antagonist,PI5P4K alpha inh,Mm-Cpn inhibitor,EPAC1 antagonist,EPAC1 ag,CCT modulator,PLK1 PBD block
Cc1c(C(O)CN2CCN(Cc3ccc4c(c3)OCO4)CC2)c2ccccc2n1C (stereo not given),-3%,-3%,/,0%,2%,6%,-2.2,-14%
COc1ccc(-c2nc(-c3ccccc3)c(-c3cc([N+](=O)[O-])ccc3C)[nH]2)cc1O,-5%,-7%,-16,-1%,-11%,9%,1.7,-5%
Cc1ccc([C@@H]2C[C@H]3[C@@H](CN2S(=O)(=O)c2ccc(C)cc2)C(=O)C[C@@H](c2ccccc2)N3S(=O)(=O)c2ccc(C)cc2)cc1,0%,4%,2,/,-13%,-1%,0.0,-10%
COc1ccc(N2CC(C(=O)N/N=C/c3ccc([N+](=O)[O-])cc3)CC2=O)cc1 (stereo not given),-2%,5%,3,-1%,2%,13%,-2.8,-3%
Nc1cc(N)nc(SCC(=O)Nc2cccc(S(=O)(=O)N3CCCCC3)c2)n1,-4%,5%,-12,-2%,-28%,6%,0.2,-3%
Cc1ccc(OC(=O)N(C)C[C@@H]2OCc3cn(nn3)CCCC(=O)N([C@H](C)CO)C[C@H]2C)cc1,2%,9%,-14,/,20%,10%,-2.7,?
CC(C(=O)OCC(=O)N(C)C1(C#N)CCCCC1)N1C(=O)c2ccccc2C1=O (stereo not given),4%,-5%,6,-11%,-2%,14%,-2.1,-5%
N#Cc1ccc(S(=O)(=O)Nc2ccccc2N2CCOCC2)cc1,-4%,5%,-3,-1%,4%,2%,1.7,-21%
CCOC(=O)[C@]12CCCC=C1N(Cc1ccc(Cl)cc1Cl)C(=O)[C@H](CC(=O)NCC13CC4CC(CC(C4)C1)C3)C2,-1%,7%,-2,/,-16%,8%,0.1,-16%
CCN(/C=N/c1sc2c(c1C#N)CCCCC2)CC,-32%,-8%,-6,1%,-7%,18%,-0.6,-4%
O=C(COC(=O)/C=C/c1ccccc1)NC(=O)NCc1ccccc1,2%,5%,-3,-2%,-6%,-2%,0.9,-3%
CC1CC1C(=O)N(C)CC(=O)Nc1cccc(F)c1 (stereo not given),7%,17%,3,1%,7%,-8%,-3.9,3%

# The list goes on, overlapping the part above by 2 compounds.
SMILES,WRN inhibitor,EPAC2 antagonist,PI5P4K alpha inh,Mm-Cpn inhibitor,EPAC1 antagonist,EPAC1 ag,CCT modulator,PLK1 PBD block
O=C(COC(=O)/C=C/c1ccccc1)NC(=O)NCc1ccccc1,2%,5%,-3,-2%,-6%,-2%,0.9,-3%
CC1CC1C(=O)N(C)CC(=O)Nc1cccc(F)c1 (stereo not given),7%,17%,3,1%,7%,-8%,-3.9,3%
COc1ccc(NC(=O)Nc2cccc3c2O[C@H](CN(C)S(C)(=O)=O)[C@@H](C)CN([C@H](C)CO)C3=O)cc1,-12%,-10%,6,1%,-8%,7%,-1.3,-14%
CC(=O)c1cccc(NC(=O)N(c2ccccc2)c2ccccc2)c1,-22%,11%,-1,1%,-5%,2%,3.7,-1%
CCCOc1ccc(F)cc1-c1cc(C(=O)Nc2cc(OC)c(OC)c(OC)c2)[nH]n1,-12%,-12%,7,/,-20%,9%,1.1,-11%
CC1CCCN(CCCNC(=O)c2cc3c(Cl)nc4ccccc4c3s2)C1 (stereo not given),49%[activator],-4%,2,0%,6%,-5%,1.4,-1%
CN(C)S(=O)(=O)c1cccc(C(=O)NCCCn2ccnc2)c1,12%,24%,-7,-1%,-15%,1%,-0.6,-5%
O=C(NCc1ccc(OC(F)(F)F)cc1)C1CC(c2c(Cl)cccc2Cl)=NO1 (stereo not given),3%,-25%,14,2%,-23%,-26%,1.2,5%
COc1ccccc1N1CCN(CC(=O)NC(=O)NCc2ccccc2)CC1,2%,4%,7,/,-9%,12%,-1.6,1%
CC1(C)Cc2ccccc2-c2nnc(SCC(=O)N3CCc4ccccc43)n21,2%,-1%[57.1 µM],2,-8%,-1%,0%,-1.2,-7%
Cc1cccc(NC(=O)c2cc(-c3cc(C)c(C)cc3O)n[nH]2)c1,5%,2%,-15,-1%,-10%,-2%,1.1,6%
CCOc1ccccc1NC(=O)N1CCCC1C(=O)Nc1ccc(NC(C)=O)cc1 (stereo not given),-2%,2%,1,1%,2%,3%,0.5,0%
CCOc1ccc(N(CC(=O)NC2CCCCC2)C(=O)CNC(=O)c2cccs2)cc1,0%,-9%,-8,-1%,-26%,-4%,-2.1,-12%
COc1ccc(CC(=O)Nc2cc(S(=O)(=O)N3CCCCC3)ccc2OC(C)C)cc1OC,-5%,-18%,3,/,-4%,13%,-0.6,2%
CSc1nnnn1-c1cccc(O)c1,-4%,-6%,/,1%,2%,6%,-1.4,-13%
COC(=O)c1cc(C(=O)NCCCN2CCOCC2)cc([N+](=O)[O-])c1,2%,-7%,-1,-3%,-18%,9%,2.0,-4%
CC1CCCC(NC(=O)CN(C)CC(=O)Nc2cccc(F)c2)C1C (stereo not given),8%,-4%,0,1%,-14%,3%,0.9,-2%
O=C(CCNC(=O)N1CC(=O)Nc2ccccc21)NCc1cccc(Cl)c1,-1%,0%,6,1%,-4%,-1%,1.9,-5%
COc1ccc(S(=O)(=O)O/N=C2\CCSc3ccc(C)cc32)cc1,-4%,6%,1,4%,-8%,0%,0.4,-2%
CCOC(=O)[C@]12CCCC=C1N(Cc1cccc3ccccc13)C(=O)[C@H](CC(=O)NCC1CCCCC1)C2,9%,-1%,-2,/,13%,-11%,2.1,0%
COc1ccccc1NC(=O)c1ccccc1SCC(=O)N1CCCC1,12%,-10%,0,/,-2%,3%,1.3,2%
Cc1nc(/N=C(\N)N(C)C)[nH]c(=O)c1C,-2%,-6%,6,-1%,9%,0%,0.2,-8%
O=C(COC(=O)c1ccc(Cl)nc1)Nc1nnc(-c2ccccc2)o1,-6%,6%,-9,-2%,-1%,11%,-1.2,-5%
O=C(CNC(=S)N(Cc1ccccc1)Cc1cccnc1)NCc1ccccc1,-5%,-7%,-3,0%,-10%,10%,-2.8,2%
Cn1cncc1C#Cc1c(C=O)n(C)c2ccccc12,-17%,9%,-10,?,-26%,9%,1.4,-6%
C#CC(=O)N(c1ccc(OC)cc1OC)C(C(=O)NC1CCCC1)c1cccs1 (stereo not given),-3%[57.1 µM],-3%,8,-2%,?,2%,-2.5,24µM*

# 4 entries already listed, sorted by SMILES length, lowest first:
SMILES,WRN inhibitor,EPAC2 antagonist,PI5P4K alpha inh,Mm-Cpn inhibitor,EPAC1 antagonist,EPAC1 ag,CCT modulator,PLK1 PBD block
Cn1cncc1C#Cc1c(C=O)n(C)c2ccccc12,-17%,9%,-10,?,-26%,9%,1.4,-6%
COc1ccccc1NC(=O)c1ccccc1SCC(=O)N1CCCC1,12%,-10%,0,/,-2%,3%,1.3,2%
CC1CCCC(NC(=O)CN(C)CC(=O)Nc2cccc(F)c2)C1C (stereo not given),8%,-4%,0,1%,-14%,3%,0.9,-2%
O=C(CCNC(=O)N1CC(=O)Nc2ccccc21)NCc1cccc(Cl)c1,-1%,0%,6,1%,-4%,-1%,1.9,-5%

# Continued.
SMILES,WRN inhibitor,EPAC2 antagonist,PI5P4K alpha inh,Mm-Cpn inhibitor,EPAC1 antagonist,EPAC1 ag,CCT modulator,PLK1 PBD block
C/C=C(\C)C(=O)OC(C)(C)[C@@H]1Cc2cc3ccc(=O)oc3cc2O1,-13%,-23%,-2,2%,-4%,5%,0.1,1%
COCCN(C(=O)CSc1nnc(Nc2ccc(C)cc2)s1)c1c(N)n(CC(C)C)c(=O)[nH]c1=O,-33%,-9%,?,-1%,0%,-1%,0.7,-10%
CCOc1ccc(NC(=O)c2cccc(NC(C)=O)c2)cc1S(=O)(=O)N1CCCC1,1%,4%,-5,-20%,-8%,3%,-0.7,1%
NS(=O)(=O)c1ccc(CCNC(=O)c2ccc(Cl)nc2)cc1,1%,7%,-8,-1%,-7%,0%,-4.2,-1%
CS(=O)(=O)NNC(=O)c1csc(Cc2c(Cl)sc3ccc(Cl)cc23)n1,-2%,6%,1,-1%,1%,9%,-3.6,-1%
CC(=O)Nc1ccc(N2CCN(c3ccc(F)cc3)CC2)cc1,-5%,2%,-1,-2%,-25%,7%,0.8,-10%
CC(C)N1CCc2c(sc(NC(=O)c3ccc(S(=O)(=O)N4CCOCC4)cc3)c2C#N)C1,10%,20%,2,2%,-9%,-4%,-1.8,22%
CCC1(C)OC(=O)N(CCCn2ccnc2C)C1(C)O (stereo not given),0%,3%,4,0%,-9%,1%,0.6,-8%
COC(=O)c1cc2n(n1)CCCNC2=O,2%,4%,5,0%,5%,1%,-4.6,-10%
COCCNC(=O)CCn1c(=O)oc2ccccc21,4%,14%,-3,1%,14%,0%,-1.7,0%
CCC(C)(C)C1CCC2(CC1)NC(=O)N(CC(=O)N(C)CC(=O)Nc1ccccc1C(F)(F)F)C2=O (stereo not given),-14%,4%,3,-1%,2%,15%,1.0,-5%
COc1ccc(NC(=O)CC2SC(=NCC3CCCO3)NC2=O)cc1 (stereo not given),10%,6%,-5,3%,-17%,0%,-5.1,-7%
Cc1ccccc1NC(=S)NC1CCCC1,-6%,-1%,-2,1%,-20%,2%,0.1,-13%
COc1ccc(O)c(/C=N/NC(=O)c2ccc(N3CCCC3=O)cc2)c1,-16%,18%,3,-3%,?,-1%,-2.8,-3%
COc1ccc(C(C)(NC(C)=O)c2nc(-c3cccc(C(F)(F)F)c3)cs2)cc1 (stereo not given),-1%,-28%,19,/,-9%,-1%,-0.5,5%
Cc1ccc(NS(=O)(=O)c2ccc(-n3cccn3)cc2)nc1,1%,-3%,-1,1%,10%,-4%,0.2,2%
Cc1ccc(C(=O)NCC(=O)OCC(=O)Nc2cc(S(=O)(=O)N3CCOCC3)ccc2C)cc1,1%,-21%,13,0%,8%,0%,-1.1,0%

# Record cards, as listed above. Screens in order: WRN inhibitor, EPAC2 antagonist, PI5P4K alpha inh, Mm-Cpn inhibitor, EPAC1 antagonist, EPAC1 ag, CCT modulator, PLK1 PBD block
# Cc1ccccc1NC(=S)NC1CCCC1 in the list: -6%, -1%, -2, 1%, -20%, 2%, 0.1, -13%
# COc1ccc(C(C)(NC(C)=O)c2nc(-c3cccc(C(F)(F)F)c3)cs2)cc1 (stereo not given) in the list: -1%, -28%, 19, /, -9%, -1%, -0.5, 5%

# Only part of the results is shown (hit frequency here may not be typical).
